Source: PubChem BioAssay
INS promoter inh = TRM-6 insulin promoter activity inhibition; AID 1273; inhibition, % at 2 µM; TRM-6 cells (human fetal islet line), insulin promoter-eGFP reporter, imaging; reporter expression induced with tamoxifen; actives 0.9% (n = 130,000);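 active means inhibition above the mean plus 3 SD, with well images judged a real hit on visual review, cut at about 60% in these data, passing the limit was not always enough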
SDO1 yeast rescue = compounds rescuing growth of sdo1-depleted yeast, bone marrow failure model | AID 817 | S. cerevisiae sdo1-depleted JHY4D growth rescue, OD600 30 h; stronger effect = higher value; pdr5 snq2 efflux-pump mutant strain | z-score at 10 µM | actives 0.21% (n = 140,000);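 active means z-score above 3 at both the 24 hr and the 30 hr optical density reads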;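 further: z-score against mean and SD of all compound wells on the same plate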
SDO1 yeast rescue Rescue 24 h = second read-out of SDO1 yeast rescue, no call of its own (marks repeat the call); z-score; S. cerevisiae sdo1-depleted JHY4D growth rescue, OD600; measured here: growth rescue at 24 h;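 0 is the plate mean of compound wells and units are plate SD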
An asterisk follows results filed as active; x = no result given. A portion of the library. The share of hits here may be higher or lower than overall.

SMILES	INS promoter inh	SDO1 yeast rescue	SDO1 yeast rescue Rescue 24 h
Cc1ccc(C2Nc3ccccc3NC3=C2C(=O)OC(C)C3)cc1 (stereo not given)	47	2.3	2.5
CC1(C)C(c2ccccc2)=[N+]([O-])CN1O	x	-0.63	-0.95
Cc1ccc(S(=O)(=O)NNC(=O)C(=O)NNc2ccccn2)cc1	23	0.33	-0.56
Cc1cccc(C(=O)NC(=S)Nc2ccc(Cc3ccncc3)cc2)c1	-29	-0.98	-0.16
O=C(CSc1ccccn1)Nc1nc2ccccc2s1	-7	-0.24	-0.72
COC(=O)c1c(NC(=O)CSc2nc3ccccc3c(=O)n2Cc2ccco2)sc(C)c1C	-6	-0.7	-0.68
CCOc1c(CNCc2ccc(C(=O)O)cc2)cccc1OC	-20	x	x
COc1ccccc1NC(=O)CSc1nc(O)cc(=O)n1-c1ccccc1OC	25	0.38	-0.31
CCOc1ccc(NC(=O)CSc2nnc(CNC(=O)c3ccco3)o2)cc1	-29	x	x
COc1ccc2ccccc2c1/C=N/O	x	0.02	-0.52
COCCCn1c(SCC(=O)N2CCc3ccccc32)nnc1-c1ccco1	6	-0.53	-1.8
CCC(=O)c1ccccc1OCCCn1cncn1	30	1.6	2.1
O=C(NCC1(c2ccccc2)CCCC1)C(=O)N1CCOCC1	30	0.69	-0.55
O=C(Oc1ccc(N(Cc2cccs2)C2=NS(=O)(=O)c3ccccc32)cc1)c1ccccc1	17	0.36	-0.12
CCOc1ccc(Cl)cc1CSc1n[nH]c(CC)n1	x	-2.2	-1.4
COc1ccccc1NS(=O)(=O)c1cc(NC(=O)Nc2ccc(Cl)cc2Cl)ccc1N1CCCCC1	24	-1.8	-1.6
C=CCOc1c(Br)cc(CNc2ccc(NC(=O)C(C)C)c(OC)c2)cc1OC	-94	-0.59	-1.8
Cc1cccc(OCCSc2nncn2C)c1	8	x	x
O=C1c2cnc3ncnn3c2CC2c3ccccc3CCN12 (stereo not given)	15	x	x
CCOC(=O)C1=C(Cn2cnc3ccccc32)NC(=O)NC1c1ccc(OC)cc1 (stereo not given)	53	0.75	0.11
CCOC(=O)N=Nc1c(O)n(C)c2ccccc12	x	-0.42	-0.96
O=C(C1=C(O)C(=O)N(c2ncccn2)C1c1cccc(Cl)c1)c1ccco1 (stereo not given)	-43	1.2	1.2
COc1ccc(CCNC(=O)COC(=O)C23CC4CC(CC(C4)C2)C3)cc1	-14	-0.78	-1.6
CCOC(=O)CC1C(=O)NCCN1C(=O)c1cc2c(=O)n3ccccc3nc2s1 (stereo not given)	x	1.6	2
Cc1ccc(Cl)cc1NC(=O)COC(=O)c1ccc(N2CCCC2)c([N+](=O)[O-])c1	x	-0.78	-0.2

The listing continues.
SMILES	INS promoter inh	SDO1 yeast rescue	SDO1 yeast rescue Rescue 24 h
N=c1sccn1CC(=O)Nc1ccc(S(=O)(=O)N2CCOCC2)cc1	14	0.99	-0.12
O=[N+]([O-])c1c(NCCCO)cc(Sc2nc3ccccc3s2)c2nonc12	25	-2.5	-2.3
COC(=O)/C=C(\C)NC(=O)c1cccs1	16	-0.34	-0.38
S=C(Nc1ccccc1)Nc1ccc(Cl)cc1Cl	-30	-0.39	-1.1
Cc1cc(C)n(-c2ccc(C(=O)OCC(=O)Nc3ccccc3[N+](=O)[O-])cc2)n1	x	-0.94	-0.97
O=C(NCc1nnc2n1CCCCC2)c1ccc(Cl)cc1Cl	x	1.1	0.65
Cn1c(=O)n(C)c2cc(S(=O)(=O)NCCOCCO)ccc21	34	0.33	0.53
O=C1NCC2=C1C(c1ccc(Br)cc1)Nc1ccccc1N2 (stereo not given)	x	-0.52	-1.3
COc1cccc(NC(=S)NCCN2CCOCC2)c1	-3	0.91	0.59
COc1ccc(NC(=O)COC(=O)CCCOc2ccc(Cl)cc2Cl)cc1Cl	17	0.02	0.44
COC(=O)c1ccccc1NC(=O)Cn1cnc2c(cnn2-c2ccc(C)c(C)c2)c1=O	-175	x	x
COc1ccc(-c2nnc3ccc(SCC(=O)NCc4ccco4)nn23)cc1	x	0.53	-0.15
O=C(c1c(F)cccc1F)N1CCN(c2cccc(C(F)(F)F)c2)CC1	15	-0.71	-0.36
CCCOc1c(Br)cc(C2C3=C(CCCC3=O)N(CC)C3=C2C(=O)CCC3)cc1OC	6	x	x
O=C(Nc1ccccn1)c1ccc(=O)[nH]n1	44	-0.37	-0.5
Cc1ccccc1NC(=O)/C(=C\c1cccs1)NC(=O)c1ccccc1	-88	0.12	0.39
CCOC(=O)Nc1nc2ccccc2s1	-25	1.8	2.9
Cc1cc(=O)n2[nH]c(-c3ccc(Cl)cc3)cc2n1	-69	0.37	-0.36
CCCn1c(-c2ccccc2)cc(SC)c(C#N)c1=O	40	x	x
Cn1ncc(Cl)c1C(=O)NCc1ccc(Cl)cc1	x	0.32	-0.25
CC(NC(=O)c1cccnc1)C(c1cccs1)N1CCOCC1 (stereo not given)	0	0.3	0.11
CCc1cccc(OCCCCNCCO)c1	-9	0.25	-0.31
CNC(=O)CN1C(=O)CSc2nc(C)cc(C)c21	x	0.68	0.42
N#CCSc1nnc(COc2ccc3ccccc3c2)o1	38	-1.2	-0.76
COC(=O)c1ccc(Oc2nc(NC(C)C)nc(SC)n2)cc1	-31	0.77	0.48

New compounds follow.
SMILES	INS promoter inh	SDO1 yeast rescue	SDO1 yeast rescue Rescue 24 h
COc1ccc(-c2cc(C(F)(F)F)n3ncc(C(=O)N4CCCCC4c4cccnc4)c3n2)cc1 (stereo not given)	-67	x	x
CS(=O)(=O)Nc1ccc(C(=O)Nc2cccc([N+](=O)[O-])c2)cc1	-6	x	x
Cc1ccc(NC2(C#N)C(=O)Nc3ccccc32)cc1 (stereo not given)	30	0.93	-0.04
Cc1ccc(S(=O)(=O)NCc2ccco2)cc1C(N)=O	8	x	x
O=C(Cn1c(/C=C/c2ccccc2)nc2ccccc21)Nc1ccc(F)cc1	x	-1.3	-1.1
O=C(CN1CCOCC1)NCc1ccccc1	16	0.28	0.52
CNC(=S)N=Nc1c(O)[nH]c2ccc(C(C)C)cc12	x	-0.8	-0.81
Cc1ccc(SCC(=O)NCc2ccncc2)cc1	-3	0.43	0.22
CCOc1ccccc1NC(=S)N1CCN(c2nc(-c3ccc(F)cc3)cs2)CC1	-5	x	x
CCN(CC)S(=O)(=O)c1ccc(-c2nnc(SCc3nnc(-c4ccc(C)cc4)o3)n2CC)cc1	0	-0.41	-0.62
CCOc1ccc2nc(NC(=O)c3cc([N+](=O)[O-])ccc3N3CCOCC3)sc2c1	-46	-0.76	-0.11
CCn1cc(C(=O)NC2CCCCC2C)c(=O)c2ccc(C)nc21 (stereo not given)	x	0.04	-0.23
CS(=O)(=O)N(CC(=O)NCC1CCCO1)c1ccc(Cl)c(Cl)c1 (stereo not given)	-14	0.15	-0.08
Cc1cccc(NC(=S)NC23CN4CN(CN(C4)C2)C3)c1C	43	x	x
CC(NS(=O)(=O)c1ccccc1)C(c1cccs1)N1CCN(C)CC1 (stereo not given)	-3	0.65	0.51
Cc1cnc(C(=O)Nc2nnc(C)s2)cn1	-50	1	0.37
CC(NC(=O)COC(=O)Cc1ccsc1)C1CC2CCC1C2 (stereo not given)	27	0.88	1.1
Cc1[nH]n(-c2ccc([N+](=O)[O-])cc2)c(=O)c1C=NCCN1CCN(C(=O)c2ccccc2)CC1	38	-0.13	-0.03
Cc1ccc(Cl)cc1N1CCN(C(=O)Cc2ccc(-n3c(=O)[nH]c4ccsc4c3=O)cc2)CC1	4	1.7	0.74
CC(=O)Oc1ccc(Nc2ccccc2)cc1	40	x	x
COc1ccc(C2CC(=O)C3=C(C2)NC(C)=C(C(=O)Nc2ccccc2C)C3c2coc3ccc(C)cc3c2=O)cc1OC (stereo not given)	-47	-1.4	-0.8
Cc1cc(C)n(C(=O)c2ccc(C)o2)n1	7	1.1	1.9
COC(=O)CSc1nc(SCc2ccc(C)cc2)nc2c1CCCC2	-37	-0.12	-0.14
Cc1ccnc(NC(c2cccnc2)c2ccc3cccnc3c2O)c1 (stereo not given)	-33	x	x
CCOC(=O)Cc1csc(NS(=O)(=O)c2ccc(Cl)cc2)n1	21	1.1	1.4

Further entries.
SMILES	INS promoter inh	SDO1 yeast rescue	SDO1 yeast rescue Rescue 24 h
Cc1cc(C)n2c(Br)c(CSc3nc4ccccc4o3)nc2n1	x	-1.1	-1.2
Oc1cccc(C(=S)N2CCCCC2)c1	20	x	x
COc1ccc(C(=O)Cn2nnc(-c3ccc(N4CCOCC4)cc3)n2)cc1OC	x	-0.67	-0.92
COc1cc(SC)ccc1C(=O)NC1CCCCC1	x	-0.17	-0.18
CCOC(=O)c1nnn(-c2nonc2-c2ccccc2)c1C	x	-0.83	-0.75
CC(C)=C1C2CCC1C(C(=O)Nc1sc(C)c(-c3ccc(C(C)C)cc3)c1C(N)=O)C2C(=O)O (stereo not given)	-23	-1.1	-0.37
Cc1cc(N/N=C/c2ccc(O)cc2O)nc(-n2nc(C)cc2C)n1	x	0	-0.55
COc1ccc(CC(=O)Nc2ccc(S(=O)(=O)N(C)C)cc2)cc1OC	5	1.5	2.7
O=C(O)CCC(=O)Nc1ccc(Sc2ccc([N+](=O)[O-])cc2)cc1	-50	0.67	0.47
CCCn1c(SCC(=O)N2CCc3ccccc32)nnc1-c1ccncc1	-18	-0.53	-0.65
CC(=O)Nc1ccc(Oc2ccc(-c3noc(C)n3)cc2)cc1	21	0.43	-0.08
CNC(=O)/C(C#N)=C/c1c(N(Cc2ccccc2)Cc2ccccc2)nc2c(C)cccn2c1=O	x	-1.2	-0.51
COc1ccc(CNC(=O)Nc2cccc(C(F)(F)F)c2)cc1OC	x	0.56	0.74
CC(=O)C1(C)N(O)C(C)(C)C(c2ccco2)=[N+]1[O-] (stereo not given)	17	1	0.09
CCS(=O)(=O)CCSC(=N)N	9	0.83	1.5
CC(=O)Nc1ccc(S(=O)(=O)N2CC3(C)CC2CC(C)(C)C3)cc1 (stereo not given)	5	x	x
COc1ccccc1CN(Cc1nc2ccccc2c(=O)[nH]1)S(=O)(=O)c1ccc(C)cc1	-116	-1.3	-0.94
CCOC(=O)c1c(N)sc2c1CCC(CC)C2 (stereo not given)	-9	-0.78	-1.1
Cc1ccc(NC(=O)c2cc(-c3ccccc3)nn2-c2ccccc2)c(Br)c1	18	-0.37	0.82
Cc1[nH]c(=S)[nH]c(=O)c1CCOc1ccccc1	57	1.2	1.2
CC1CN(C(=O)/C(C#N)=C2\N=C(NC(=O)c3ccccc3Cl)c3ccccc32)CC(C)O1 (stereo not given)	-31	0.63	0.22
COc1cccc(C2C(C#N)=C(N)OC3=C2C(=O)CC(c2ccco2)C3)c1OCc1ccc(F)cc1 (stereo not given)	-31	-1.2	-1.5
COc1ccc(CNC(=O)C2CC(=O)N(c3ccc(OCC(=O)N4C(C)CCCC4C)cc3)C2)cc1 (stereo not given)	71	-0.92	-2.2
CC(C)N(C)CCOC(=O)c1ccccc1Br	43	0.17	0.4
C=C(C)CSc1nnc2n(C)c(=O)c3c4c(sc3n12)CCC4	-16	-0.52	-0.47

Exported with two lines to a compound: four of the compounds above.
Order of values – INS promoter inh | SDO1 yeast rescue | SDO1 yeast rescue Rescue 24 h
C=C(C)CSc1nnc2n(C)c(=O)c3c4c(sc3n12)CCC4
    -16 | -0.52 | -0.47
Cc1ccc(NC(=O)c2cc(-c3ccccc3)nn2-c2ccccc2)c(Br)c1
    18 | -0.37 | 0.82
CCOC(=O)c1c(N)sc2c1CCC(CC)C2 (stereo not given)
    -9 | -0.78 | -1.1
CC(=O)Nc1ccc(Oc2ccc(-c3noc(C)n3)cc2)cc1
    21 | 0.43 | -0.08

Continued.
SMILES	INS promoter inh	SDO1 yeast rescue	SDO1 yeast rescue Rescue 24 h
CN(NS(=O)(=O)c1ccc(Cl)cc1)c1nc(C(F)(F)F)nc2ccccc12	38	x	x
Cc1cccc(C=Nc2ccccc2C(N)=O)c1	11	0.93	0.9
COc1ccc(-c2nnn(CC(=O)N3CCOCC3)n2)cc1	-29	0.1	-0.03
CCOc1cc(NC(=O)c2ccco2)c(OCC)cc1NC(=O)Cc1cccc(OC)c1	5	-0.85	-0.04
Nc1c2c(nc3ccn(Cc4ccccc4)c(=O)c13)CCC2	x	-0.52	-0.57
CCOC(=O)c1cnn(CCOC(=O)c2cccc(F)c2)c1NC(=O)c1cccc(F)c1	x	0.1	0.26
COc1ccc2c(c1)CCc1c(C(=O)NCCCn3ccnc3)noc1-2	-67	2.1	1.2

In the list so far, twelve contain a thiophene ring, fused or not.
SMILES	INS promoter inh	SDO1 yeast rescue	SDO1 yeast rescue Rescue 24 h
COC(=O)c1c(NC(=O)CSc2nc3ccccc3c(=O)n2Cc2ccco2)sc(C)c1C	-6	-0.7	-0.68
O=C(Oc1ccc(N(Cc2cccs2)C2=NS(=O)(=O)c3ccccc32)cc1)c1ccccc1	17	0.36	-0.12
CCOC(=O)CC1C(=O)NCCN1C(=O)c1cc2c(=O)n3ccccc3nc2s1 (stereo not given)	x	1.6	2
COC(=O)/C=C(\C)NC(=O)c1cccs1	16	-0.34	-0.38
Cc1ccccc1NC(=O)/C(=C\c1cccs1)NC(=O)c1ccccc1	-88	0.12	0.39
CC(NC(=O)c1cccnc1)C(c1cccs1)N1CCOCC1 (stereo not given)	0	0.3	0.11
CC(NS(=O)(=O)c1ccccc1)C(c1cccs1)N1CCN(C)CC1 (stereo not given)	-3	0.65	0.51
CC(NC(=O)COC(=O)Cc1ccsc1)C1CC2CCC1C2 (stereo not given)	27	0.88	1.1
Cc1ccc(Cl)cc1N1CCN(C(=O)Cc2ccc(-n3c(=O)[nH]c4ccsc4c3=O)cc2)CC1	4	1.7	0.74
CC(C)=C1C2CCC1C(C(=O)Nc1sc(C)c(-c3ccc(C(C)C)cc3)c1C(N)=O)C2C(=O)O (stereo not given)	-23	-1.1	-0.37
CCOC(=O)c1c(N)sc2c1CCC(CC)C2 (stereo not given)	-9	-0.78	-1.1
C=C(C)CSc1nnc2n(C)c(=O)c3c4c(sc3n12)CCC4	-16	-0.52	-0.47
